DENV2 CPE rescue = inhibitors of DENV2 cytopathic effect, primary screen, cell-based, plate reader, single concentration. CPE inhibition, % at 9.99 µM. AID 651640, 2012. DENV2-infected cells, cytopathic effect rescue. hit rate 1.7% among 350,000; in the data active means CPE inhibition above about 20%, passing the limit was not always enough; inconclusive means no clear call, values can overlap the other calls; tested in BHK-21 cells;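 further: 0% = median of neutral control wells and 100% = median of positive control wells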
SIRT5 block = SIRT5 desuccinylase inhibitors, primary screen, biochemical, fluorescence imaging, single point, set 5; hit rate 1.1% among 330,000; Purified SirT5, succinyl-peptide AMC, trypsin-coupled fluorescence; AID 652115, 2013; NAD-dependent protein deacylase sirtuin-5, mitochondrial (Homo sapiens), Q9NXA8; inhibition, % at 15 µM; in the data active means inhibition above about 15%; inconclusive means no clear call, values can overlap the other calls
Target sequence (Q9NXA8 whole entry, looked up): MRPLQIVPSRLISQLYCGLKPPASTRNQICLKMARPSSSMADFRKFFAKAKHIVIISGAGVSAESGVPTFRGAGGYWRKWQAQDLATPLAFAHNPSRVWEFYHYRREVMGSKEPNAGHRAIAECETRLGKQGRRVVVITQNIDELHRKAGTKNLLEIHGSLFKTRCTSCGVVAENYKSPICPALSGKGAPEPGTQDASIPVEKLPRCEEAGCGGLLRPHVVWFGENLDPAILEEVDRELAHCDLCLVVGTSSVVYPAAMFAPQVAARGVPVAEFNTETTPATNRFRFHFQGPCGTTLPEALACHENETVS
ERAP1 HTS inh = human ERAP1 aminopeptidase inhibitors, primary screen, biochemical, single point, plate reader | Endoplasmic reticulum aminopeptidase 1 (Homo sapiens), Q9NZ08 | recombinant ERAP1, Leu-AMC fluorescence, 60 min | inhibition, % at 10.7 µM | hit rate 0.15% among 340,000 | AID 652197, 2013;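 active means mean replicate inhibition of at least 30%, or all replicates individually reaching that 30% level; inactive means mean below 30% and not every replicate reaching it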;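 further: 0% = neutral control wells and 100% = L-leucinethiol positive control wells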
miR122 inh = miR-122 Renilla sensor signal increase in Huh7, primary screen, miR-122 inhibitor project, cell-based, single point, plate reader; activation (reporter increase), % at 12.5 µM; hit rate 0.3% among 340,000; Huh7 miR-122 Renilla luciferase sensor, 48 h; neutral wells = 0, positive control = 100;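 active means mean replicate activation score at least 90 and every replicate individually at or above 90; inconclusive means only one of the two criteria met; inactive means neither criterion met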;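 further: higher luciferase means less miR-122 activity so hits act as miR-122 inhibitors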
ERp5 block = inhibitors of ERp5-driven insulin aggregation, primary screen, biochemical, turbidity, absorbance 650 nm, single point | Protein disulfide-isomerase A6 (Homo sapiens), Q15084 | 90 min | inhibition, % at 9.99 µM | hit rate 0.05% among 350,000 | AID 651711, 2012;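 active means mean replicate inhibition above about 25%, with every replicate also reaching it, limit read from the data, passing the limit was not always enough; inconclusive means only one of those two criteria met; inactive means neither criterion met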
Target sequence (Q15084 whole entry, looked up): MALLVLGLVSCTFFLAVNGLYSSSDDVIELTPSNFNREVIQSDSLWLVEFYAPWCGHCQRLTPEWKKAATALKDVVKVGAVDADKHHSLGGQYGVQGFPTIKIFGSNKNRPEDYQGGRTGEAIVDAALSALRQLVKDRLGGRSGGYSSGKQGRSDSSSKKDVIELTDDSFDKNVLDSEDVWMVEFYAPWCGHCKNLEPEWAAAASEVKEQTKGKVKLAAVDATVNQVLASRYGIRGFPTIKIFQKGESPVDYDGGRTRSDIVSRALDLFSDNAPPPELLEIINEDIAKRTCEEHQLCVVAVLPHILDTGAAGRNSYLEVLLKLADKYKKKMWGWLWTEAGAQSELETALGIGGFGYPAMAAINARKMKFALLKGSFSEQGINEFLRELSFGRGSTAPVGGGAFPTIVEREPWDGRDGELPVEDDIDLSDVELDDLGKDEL
Casp6 inh = human caspase-6 inhibitors, primary screen, biochemical, VEID-R110 fluorescence, single point, set 2; P55212; purified caspase-6, Z-VEID-R110 cleavage fluorescence; inhibition, % at 12.5 µM; hit rate 0.53% among 350,000;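 active means mean inhibition across replicates at least about 35%, with every replicate also reaching that limit, limit read from the data; inconclusive means only one of the two criteria met; inactive means neither criterion met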;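 further: 0% = median of neutral control wells and 100% = no fluorescence left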
Target sequence (P55212 24-179 limits assumed): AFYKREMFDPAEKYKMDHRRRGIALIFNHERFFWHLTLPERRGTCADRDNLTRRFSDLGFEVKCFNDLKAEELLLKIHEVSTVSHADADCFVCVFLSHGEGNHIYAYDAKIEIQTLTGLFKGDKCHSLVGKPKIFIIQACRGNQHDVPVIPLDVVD
Target sequence (P55212 194-293 limits assumed): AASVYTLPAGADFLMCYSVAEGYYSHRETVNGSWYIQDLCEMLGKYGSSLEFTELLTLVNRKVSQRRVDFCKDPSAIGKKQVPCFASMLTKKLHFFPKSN
F508del corr = F508del CFTR correction, initial screen, CFBE line, single point | activity (quench increase), % at 7.58 µM | hit rate 0.36% among 350,000 | CFBE cells, YFP halide quenching; stimulated with forskolin plus potentiator P3; % fluorescence drop versus neutral controls;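 active means mean added fluorescence quench of at least 8% versus neutral control, with both replicates also reaching 8%; inconclusive means only one of the mean or replicate conditions met; inactive means mean below 8% and not both replicates reaching 8%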;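 further: cells transiently co-express mutant CFTR-F508del with the halide-sensitive YFP; corrector assay measuring rescue of mutant channel to the surface after 24 h compound exposure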
Starred values were filed as active, the others as inactive; ? = inconclusive; · = not tested or not shown; [ ] = remark or other dose.

SMILES	DENV2 CPE rescue	SIRT5 block	ERAP1 HTS inh	miR122 inh	ERp5 block	Casp6 inh	F508del corr
Cn1c(-c2ccco2)n[nH]c1=S	-2.0	-4.6	13.0	·	-1.0	-1.9	0.2
COc1ccc(CN(C)C[C@H]2OCCCC[C@H](C)Oc3ccc(NC(=O)CCCN(C)C)cc3C(=O)N([C@H](C)CO)C[C@@H]2C)cc1	13.6	-5.4	-0.1	0.3[16.7 µM]	-3.2	2.2	0.3
CC(NC(=O)COC(=O)CCN1C(=O)C2CC=CCC2C1=O)c1ccc(Br)cc1 (configuration not stated)	-2.6	3.5	-1.7	·	-0.3	-0.1	-1.9
Nn1c(COc2ccccc2F)nnc1SCC(=O)NC1CC1	-0.8	2.0	-6.2	-1.6	-5.9	0.0	0.6
Cc1ccc(C(=O)NCCCN2CCN(CCCNC(=O)c3ccc(C)cc3)CC2)cc1	-2.6	·	0.8	2.7	0.8	-5.5	1.5
Cc1cccc(Nc2c(-c3ccc(N4CCOCC4)cc3)nc3ncccn23)c1	-7.8	-1.9	2.5	1.5	1.6	-1.0	-1.8
COc1ccccc1/C=C/C(=O)Nc1nc(N)n(-c2ccccc2)n1	0.8	4.3	1.0	·	1.8	5.5	·
CC(C)c1ccc(NC(=O)CNCC(c2ccccc2)N(C)C)cc1 (configuration not stated)	9.7	16.9*	-3.2	1.1	2.8	-2.2	-0.7
Cn1nc(N)c2ncc(C(Cl)(Cl)Cl)nc21	-5.7	·	-0.5	2.1	-5.7	-1.1	0.2
COc1cccc(S(=O)(=O)N[C@H]2CC[C@H](CC(=O)NCc3ccncc3)O[C@H]2CO)c1	9.2	-0.3	0.5	8.2[16.7 µM]	9.0	-2.9	-0.7
O=c1cc(CSc2n[nH]c(-c3ccncc3)n2)nc2sccn12	3.0	-3.8	3.0	·	0.0	10.6	-0.3
CCCC#Cc1ccc2c(c1)O[C@H](CN(C)C(=O)CC)[C@@H](C)CN([C@@H](C)CO)S2(=O)=O	3.4	5.8	3.3	25.4[16.7 µM]	-3.1	-0.4	1.9
CCOC(=O)Cc1c(C)nc2c(-c3ccc(Cl)cc3)cnn2c1C	-0.3	-2.1	7.8	11.9	0.6	-1.9	2.4
Cc1cccc(CN2CCN(CC(=O)NCc3ccc(F)cc3)C2=O)c1	?	·	·	-9.4	2.5	0.3	-2.5
CC1=CCC(C(=O)O)C(C(=O)Nc2ccc(-c3nc4ccc(C)cc4s3)cc2)C1 (configuration not stated)	0.8	-13.0	-8.9	0.0	-0.4	25.9	0.4

The list goes on (3 carried over from the part before).
SMILES	DENV2 CPE rescue	SIRT5 block	ERAP1 HTS inh	miR122 inh	ERp5 block	Casp6 inh	F508del corr
CCOC(=O)Cc1c(C)nc2c(-c3ccc(Cl)cc3)cnn2c1C	-0.3	-2.1	7.8	11.9	0.6	-1.9	2.4
Cc1cccc(CN2CCN(CC(=O)NCc3ccc(F)cc3)C2=O)c1	?	·	·	-9.4	2.5	0.3	-2.5
CC1=CCC(C(=O)O)C(C(=O)Nc2ccc(-c3nc4ccc(C)cc4s3)cc2)C1 (configuration not stated)	0.8	-13.0	-8.9	0.0	-0.4	25.9	0.4
NS(=O)(=O)c1ccc(NC(=S)N2CCc3ccccc32)cc1	2.7	1.0	2.3	1.3	4.8	-0.7	3.6
Cc1ccc(-n2c(C)cc(C(=O)Cn3nc(C(=O)O)c4ccccc4c3=O)c2C)cc1	3.2	-2.1	-1.8	-3.3	-2.3	-1.7	0.9
COc1ccc(C#Cc2cnc3c(c2)C(=O)N([C@H](C)CO)C[C@H](C)[C@H](CN(C)Cc2ccncc2)O3)cc1OC	-3.4	-1.5	-3.8	-0.5[16.7 µM]	-2.3	0.3	-2.2
CCc1nnc(NS(=O)(=O)c2ccc(NC(=S)NC(=O)/C=C/c3ccccc3)cc2)s1	-8.3	0.0	-0.6	·	0.8	20.8	-0.3
O=C(C[C@H]1C[C@H]2c3cc(NC(=O)Nc4ccc(F)cc4)ccc3O[C@H]2[C@@H](CO)O1)NC1CCCCC1	8.1	2.3	·	3.3[16.7 µM]	5.4	·	0.7
O=C(NCCOc1ccccc1)c1cccc(S(=O)(=O)N2CCN(Cc3ccccc3)CC2)c1	15.0	·	-1.3	5.1	-9.0	0.2	0.2
COc1ccc(Cl)cc1NC(=O)CCNS(=O)(=O)c1cccc2nonc12	2.0	-2.1	-1.9	4.1	0.7	3.8	-0.3
Cn1cnc(S(=O)(=O)N2CCCCN3[C@H](CO)[C@H](c4ccc(-c5ccccc5)cc4)[C@H]3C2)c1	-10.6	1.2	-1.6	5.0[16.7 µM]	-3.4	0.2	0.6
CC1Sc2ccc(C#N)cc2N(Cc2cccc(C(F)(F)F)c2)C1=O (configuration not stated)	17.0	·	-1.6	3.8	0.3	0.0	2.4
Cc1ccc(NS(=O)(=O)c2cc(C(=O)N3CCc4ccccc4C3)ccc2Cl)cc1	·	2.2	-4.7	24.9	-4.4	0.3	-1.0
O=C(COc1ccc([N+](=O)[O-])cc1)NNC(=S)NC(=O)c1ccc(Br)cc1	-6.7	2.7	1.4	·	-6.9	0.5	-0.1
O=C(CNS(=O)(=O)c1c(F)cc(F)cc1Br)OCC(=O)N1CCCC1=O	-7.3	0.7	-2.2	·	-1.8	1.7	-0.8
COc1ccccc1NC(=O)CN1CCN(CC(=O)Nc2cc(C)ccc2OC)CC1	-4.7	-0.9	1.7	·	0.9	32.6	-0.8
Clc1ccc(CN(Cc2ccc(Cl)cc2)c2nn[nH]n2)cc1	2.9	0.4	2.1	·	-8.2	2.9	2.8
CCCCOc1cccc(C(=O)NC(=S)Nc2ccc(Cl)c(C(=O)O)c2)c1	-0.8	0.7	2.1	-0.2	5.2	5.4	0.0
CN(Cc1cnn(C)c1)C(=O)C1CCC(=O)N(C2CCCCCC2)C1 (configuration not stated)	1.6	13.7	-5.4	7.2	4.5	-2.3	-1.2
COC(=O)c1nc2ccc(N3CCOCC3)cc2c(C)c1C(=O)OC	·	0.0	2.0	-2.1	1.1	14.5	-2.8
Cn1c(=O)n(C)c2cc(/C=N/NC(=O)c3cc4cc(Br)ccc4o3)ccc21	0.0	1.2	4.4	·	2.7	-2.7	·
Cc1ccc(CN(C)C(=O)c2cc(COc3cccc(C(F)(F)F)c3)on2)o1	-9.1	-3.2	5.5	·	2.3	6.1	-0.3
COc1ccccc1CNC(=O)C[C@H]1C[C@@H]2c3cc(NC(=O)CN(C)C)ccc3O[C@@H]2[C@@H](CO)O1	0.7	-0.9	2.6	-1.4[16.7 µM]	1.9	-1.7	3.1
COc1ccc(S(=O)(=O)N(C)C[C@@H]2OCCCC[C@@H](C)Oc3ccc(NS(=O)(=O)c4ccc(F)cc4)cc3C(=O)N([C@@H](C)CO)C[C@H]2C)cc1	-3.2	20.8*	1.6	-10.4[16.7 µM]	-0.9	1.6	-1.6
O=C(CCN1CCCCC1)NCC[C@@H]1CC[C@H](NS(=O)(=O)c2cccc(F)c2)[C@H](CO)O1	·	1.3	-0.6	·	3.3	8.7	2.2
COc1ccc(Cl)cc1NC(=O)Cn1c(=O)n2nc(C)nc2c2ccccc21	2.6	·	-3.6	0.4	-11.4	1.5	1.4
CCC(=O)Nc1ccc2c(c1)C(=O)N(C)C[C@H](OC)[C@@H](C)CN(C(=O)c1cnccn1)[C@@H](C)CO2	0.9	-4.4	-1.3	·	-8.0	-0.9	-1.0
Cc1ccccc1-c1cnc2c(c1)C(=O)N([C@H](C)CO)C[C@@H](C)[C@@H](CN(C)C(=O)c1ccncc1)O2	2.6	-3.9	-0.4	1.0[16.7 µM]	-0.8	0.4	-2.9
O=S(=O)(Cc1ccccc1)N1CCCCN2[C@H](CO)[C@@H](c3ccc(-c4cccnc4)cc3)[C@@H]2C1	-8.3	4.9	-0.8	-1.1[16.7 µM]	-0.6	-0.1	0.2
Cc1ccc(C(=O)Nc2ccccc2Oc2ccccc2)o1	-3.5	-7.5	1.5	7.8	-2.8	-1.0	-1.2
C[C@H]1CN([C@@H](C)CO)C(=O)c2cc(NS(C)(=O)=O)ccc2O[C@@H]1CN(C)Cc1ccc(C(F)(F)F)cc1	10.7	3.1	-0.4	3.6[16.7 µM]	-3.0	3.1	2.1
CCCNC(=O)[C@H]1[C@H](CO)[C@H]2Cn3c(ccc(/C=C/c4ccccc4)c3=O)[C@@H]1N2CCC	2.1	-70.9	1.6	1.0[16.7 µM]	6.6	1.7	1.5
COc1ccc2c3c(n(C)c2c1)[C@H](CO)N(C(=O)c1cccnc1)CC31CN(C(=O)c2cccnc2)C1	8.5	0.2	2.7	·	-1.3	1.1	-1.6
COc1ccc(NC(=O)COC(=O)c2cc(S(=O)(=O)N3CCCC3)ccc2O)cc1	0.1	-6.1	-2.6	-3.4	12.9	1.1	-2.7
CC1=C(C(=O)OCCOc2ccccc2)C(c2ccsc2)NC(=O)N1C (configuration not stated)	-5.5	-1.6	7.9	·	0.5	-0.4	2.5
CCCN1C[C@@H](C)[C@@H](OC)CN(C)C(=O)c2cc(NC(=O)NC3CCCCC3)ccc2OC[C@H]1C	-1.3	0.9	0.4	1.9[16.7 µM]	-2.0	0.4	1.0
Cc1cn(C2CCC(CO)O2)c(=O)[nH]c1=O (configuration not stated)	-6.7	0.5	-0.6	·	0.6	-2.2	0.2
O=C(c1ccc(Cn2c(=S)[nH]c3cc4c(cc3c2=O)OCO4)cc1)N1CCN(c2ccccc2)CC1	-1.1	-0.9	0.7	·	-6.8	-3.2	0.3
O=C1NN(c2ccccc2)C(=O)C2C3C=CC(C4CC34)C12 (configuration not stated)	0.3	0.6	11.1	4.4	-3.1	0.0	-0.4
C[C@H](CO)N1C[C@H](C)[C@@H](CN(C)C(=O)Nc2ccc3c(c2)OCO3)Oc2ccc(NC(=O)CCN3CCOCC3)cc2CC1=O	-1.5	0.3	-1.1	4.6[16.7 µM]	1.5	0.9	-3.5
CC(C)/C=N/NC(=O)c1ccc(Cl)cc1	4.5	-0.3	0.4	-1.9	0.8	3.4	0.0
C[C@@H]1CN([C@H](C)CO)C(=O)c2cc(NS(=O)(=O)c3ccc(Cl)cc3)ccc2O[C@H]1CN(C)C(=O)Nc1ccc(F)cc1	?	0.9	-6.0	9.4[16.7 µM]	0.3	-1.0	0.6
CCOC(=O)c1sc2nc(NC(=O)C3CCCCC3)sc2c1C	2.9	-2.8	1.1	-6.3	6.4	-1.5	1.0
C[C@@H]1CCCCO[C@@H](CN(C)C(=O)NC2CCCCC2)[C@H](C)CN([C@@H](C)CO)C(=O)c2cc(NS(=O)(=O)c3ccc(F)cc3)ccc2O1	-1.6	2.5	-3.4	-7.8[16.7 µM]	0.7	-1.4	-0.1
COc1ccc(S(=O)(=O)N(C)C[C@H]2Oc3ccc(NS(=O)(=O)c4ccc(F)cc4)cc3CC(=O)N([C@H](C)CO)C[C@H]2C)cc1	-5.9	5.8	2.2	2.5[16.7 µM]	-2.9	7.3	-1.5
COc1ccccc1-n1c(SCC(=O)NC(C)(C)C)nc(O)cc1=O	2.6	-8.2	0.9	-1.6	-3.0	-0.6	-0.5
CCCC#Cc1ccc([C@H]2[C@H](CO)N3CCCCN(S(=O)(=O)c4ccccc4C)C[C@@H]23)cc1	-11.3	12.2	-0.1	-4.4[16.7 µM]	-3.0	0.3	-0.7
Cc1ccc2c(c1)c1c(n2CC(O)CN2C(=O)CNC2=O)C(=O)CCC1 (configuration not stated)	-2.8	·	-2.6	-2.6	-7.5	10.6	3.0

Source: PubChem
